Compound activity deposited in PubChem by National Center for Advancing Translational Sciences (NCATS).
GLA spleen mod – qHTS Assay for Inhibitors and Activators of Human alpha-Galactosidase From Spleen Homogenate; Alpha-galactosidase A (Homo sapiens), P06280; human spleen homogenate, 4MU-alpha-Gal fluorescence, 40 min; Potency, µM (highest dose often 80 µM), for the others: at the highest dose activity change, negative = inhibition, actives largely listed as inhibitors; 0.008% of 240,000 active;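 further: 0% = enzyme with vehicle and -100% = no enzyme basal signal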
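Fluorogenic readout (Ex 365/Em 440 nm) of 4-methylumbelliferone released from 1 mM 4-MU-alpha-galactoside by spleen homogenate, 40 min at 37C, pH 5.0. Data normalized to no-enzyme and enzyme controls; Hill-equation AC50 from compound titrations.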
SMN2 splice enh – qHTS Assay for Enhancers of SMN2 Splice Variant Expression; 2.8% of 210,000 active; Potency, µM (top dose mostly 46.1 µM), for inactives: top-dose activity change, positive = activation, most hits filed as activators; HEK293 SMN2-luciferase splicing reporter, luminescence, 30-36 h; AID 1458, 2008; further: % of control where 0% means no effect; nearly all actives have a fitted effect of over 55% in size
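qHTS luciferase splicing reporter: luminescence rises when SMN2 exon 7 is included in transfected HEK293 cells. Compound exposure lasted 30-36 h at 37C, with 4.5 mM final sodium butyrate as control, followed by a ONE-Glo read.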
ALDH1A1 inh – qHTS Assay for Inhibitors of Aldehyde Dehydrogenase 1 (ALDH1A1); 7.3% of 220,000 active; Aldehyde dehydrogenase 1A1 (Homo sapiens), P00352; Potency, µM (series often up to 75.3 µM), inactives show at the highest dose activity, negative = inhibition, actives largely listed as inhibitors; Purified ALDH1A1, NADH fluorescence, propionaldehyde substrate; active means well fitted inhibition curve with a large enough effect, not every such curve was filed as active; inconclusive means small, poorly fitted or top-dose-only effect, or another doubt; inactive means no such curve, though single readings can be large or run the other way;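 further: plate controls were no enzyme wells and a reference inhibitor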
GAA glycogen mod – qHTS Assay for Inhibitors and Activators of Human alpha-Glucosidase Cleavage of Glycogen; recombinant GAA, glycogen substrate, Amplex Red glucose oxidase fluorescence; 0.38% of 300,000 active; Potency, µM (titrated, usually from 76.4 µM), inactives show at the top dose activity change, negative = inhibition, most hits filed as inhibitors;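 further: 0% = full enzyme reaction and -100% = no-enzyme basal signal; the screen sought inhibitors and activators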
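Recombinant enzyme (4 nM final) with compounds titrated up to 77 uM and bovine liver glycogen (30 ug) in citrate pH 5.0, 0.01% Tween-20, 37 C 40 min. Released glucose detected by Amplex Red/glucose oxidase (Ex 573/Em 610); AC50 from Hill fits.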
KDM4E inh – qHTS Assay for Inhibitors of Human Jumonji Domain Containing 2E (JMJD2E); Lysine-specific demethylase 4E (Homo sapiens), B2RXH2; JMJD2E catalytic domain, FDH-coupled NADH fluorescence (FDH is formaldehyde dehydrogenase); Potency, µM (highest dose often 57.1 µM), inactives show at the highest dose activity change, negative = inhibition, actives largely listed as inhibitors; 1.6% of 230,000 active; AID 2147, 2009; active means well fitted inhibition curve with a large enough effect, not every such curve was filed as active; inconclusive means small, poorly fitted or top-dose-only effect, or another doubt; inactive means no such curve, though single readings can be large or run the other way;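 further: 0% = wells with enzyme and -100% = buffer wells without enzyme; nearly all actives have a fitted effect of over 50% in size; many of its hits are not listed in these tables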
Target sequence (B2RXH2 1-337 limits assumed): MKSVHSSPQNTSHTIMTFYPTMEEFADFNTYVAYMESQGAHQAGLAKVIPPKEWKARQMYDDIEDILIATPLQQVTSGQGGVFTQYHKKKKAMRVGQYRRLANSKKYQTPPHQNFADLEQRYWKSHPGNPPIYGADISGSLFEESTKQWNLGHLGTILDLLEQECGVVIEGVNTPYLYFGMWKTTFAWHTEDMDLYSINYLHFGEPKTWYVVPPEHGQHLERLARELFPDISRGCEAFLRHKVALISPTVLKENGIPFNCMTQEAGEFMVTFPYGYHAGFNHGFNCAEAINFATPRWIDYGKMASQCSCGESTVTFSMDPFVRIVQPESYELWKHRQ
RGS12 GoLoco inh – qHTS Assay for Inhibitors of RGS12 GoLoco Motif Activity (Red Fluorophore) | Gai1:RGS12 GoLoco peptide FP, rhodamine, 10 min | 0.44% of 230,000 active | Potency, µM (titrated, usually from 61.6 µM), without a hit: top-dose activity, negative = inhibition, most hits filed as inhibitors; active means well fitted inhibition curve with a large enough effect, not every such curve was filed as active; inactive means no such curve, though single readings can be large or run the other way; further: on the % scale 0 is the no-effect control and ±100 the full control effect; nearly all actives have a fitted effect of over 30% in size; many of its hits are not listed in these tables
Target sequence (P63096 whole entry, looked up): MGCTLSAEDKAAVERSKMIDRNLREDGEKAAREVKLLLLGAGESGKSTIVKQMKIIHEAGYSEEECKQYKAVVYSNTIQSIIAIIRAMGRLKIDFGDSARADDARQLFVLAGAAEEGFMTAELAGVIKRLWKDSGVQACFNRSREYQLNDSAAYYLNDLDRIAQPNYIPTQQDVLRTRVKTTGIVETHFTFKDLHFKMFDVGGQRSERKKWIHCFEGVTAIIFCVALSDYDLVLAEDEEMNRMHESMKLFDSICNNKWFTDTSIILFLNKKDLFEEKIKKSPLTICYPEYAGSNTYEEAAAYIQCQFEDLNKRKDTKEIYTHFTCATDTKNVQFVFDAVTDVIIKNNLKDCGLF
GAA inhib – qHTS Assay for Inhibitors of Human alpha-Glucosidase as a Potential Chaperone Treatment of Pompe Disease. Potency, µM (series often up to 76.9 µM), for the others: at the highest dose activity change, negative = inhibition, hits mostly inhibitors. 0.005% of 200,000 active. Lysosomal alpha-glucosidase (Homo sapiens), P10253. purified human GAA, 4-MU-alpha-glucoside fluorescence;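 further: plate controls were uninhibited enzyme wells for no effect and no-enzyme background for full effect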
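Human enzyme at 4 nM with 400 uM 4-methylumbelliferyl-alpha-D-pyranoside, citrate/phosphate buffer pH 5.0, 0.005% Tween-20, 20 min at room temperature. Compounds up to 77 uM. 4-MU fluorescence (Ex 365/Em 440) read after NaOH/glycine stop; AC50 from Hill fit.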
aGlu spleen mod – qHTS Assay for Inhibitors and Activators of Human alpha-Glucosidase From Spleen Homogenate; Lysosomal alpha-glucosidase (Homo sapiens), P10253; human spleen homogenate, 4-MU-alpha-glucoside fluorescence; 0.006% of 240,000 active; AID 2112, 2009; Potency, µM (doses to about 79.9 µM), for the others: at the highest dose activity change, negative = inhibition, most hits filed as inhibitors;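 further: 0% = enzyme with vehicle and -100% = no enzyme basal signal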
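Human spleen homogenate (1 ug) incubated with compounds and 1 mM 4-methylumbelliferyl-alpha-D-glucopyranoside in pH 5.0 citrate/phosphate buffer, 37 C, 40 min. Stopped at pH 10; 4-MU fluorescence (Ex 365/Em 440 nm); AC50 by Hill fit.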
* = called active by the depositor; ? = inconclusive; nt = no result given; & = joins results of further samples; [ ] = dose if it differs, or a comment. Unless noted, the call rests on the fitted dose curve; in most records, active means well fitted curve in the direction sought with a large enough effect; inconclusive means small, poorly fitted or top-dose-only effect, or another doubt; inactive means no such curve, though single readings can be large; an effect the other way counts as inactive or inconclusive. Potency means the concentration at half of the fitted maximal effect. This is a subset. The share of hits here may be higher or lower than overall.

SMILES	GLA spleen mod	SMN2 splice enh	ALDH1A1 inh	GAA glycogen mod	KDM4E inh	RGS12 GoLoco inh	GAA inhib	aGlu spleen mod
CC1CCCN(C(=O)N2c3ccccc3Sc3ccccc32)C1 (stereo not given)	-5%	-34%[inhibitor]	11%	7%	-1%	0%	-4%	2%
Cc1ccc(C)c(NC(=O)CCC(=O)NNC(=O)c2cccc([N+](=O)[O-])c2)c1	-14%	-8%	-3%	1%	-2%	4%	-3%	5%
O=C(CCC(=O)N(CC(=O)NC1CCCCC1)c1ccc2c(c1)OCCO2)Nc1ccccn1	-3%	-8%	8%	-4%	-1%	0%	-11%	-3%
COc1ccccc1S(=O)Cc1ccc(C(=O)NC2CCCC2)o1 (stereo not given)	-3%	-31%[inhibitor]	?	4%	-7%	-2%	-1%	1%
Cc1cc2[nH]c3ccccc3c2c(C)n1	4%	13%	-15%	11%	?	8%	-3%	4%
O=c1c(-c2nnc(SCc3ccc(Cl)cc3Cl)o2)cccn1Cc1ccccc1	?	-44%[inhibitor]	?	1%	?	7%	?	-12%
COc1ccc(/C=C/c2nnc(NC(=O)c3ccco3)s2)cc1	-10%	nt	?	-7%	?	17%	1%	-22%
O=C(Cn1nnc(-c2ccc(S(=O)(=O)N3CCCC3)cc2)n1)NCC1CCCO1 (stereo not given)	4%	-2%	-2%	5%	4%	3%	-6%	-1%
O=C(/C=C/c1ccccc1)NC(=S)NNC(=O)c1cnccn1	7%	nt	nt	-21%	8.9µM*	4%	nt	5%
COc1ccc(C2c3[nH]c4ccccc4c3CCN2Cc2ccoc2)c(F)c1 (stereo not given)	9%	nt	-10%	-9%	-25%	11%	-7%	7%
CCN(CC)S(=O)(=O)c1ccc(NC(=O)C2COc3ccccc3O2)cc1 (stereo not given)	?	-9%	-12%	-11%	1%	-11%	-14%	-19%
O=C(O)C(Cc1ccccc1)N1C(=O)C2CCCCC2C1=O (stereo not given)	0%	nt	3%	2%	-8%	14%	7%	4%
O=C(c1cc(C(F)(F)F)cc(C(F)(F)F)c1)N1CCC2(CC1)CCN(c1ccccc1)CC2	-3%	-4%	0%	nt	nt	6%	nt	-4%
CCOC(=O)c1sc(NC(=O)/C=C/c2ccccc2)nc1C	1%	25%	?	-4%	2%	-8%	3%	6%
O=C(CSc1ncccn1)N1CCc2ccccc2C1	-7%	nt	3%	15%	-4%	1%	-2%	2%
COc1ccc(N=C2CC(C)(C)CC(=O)/C2=C(/O)c2ccccc2)cc1	3%	-15%	11%	-11%	-7%	8%	?	2%
COc1cc(NC(=O)Nc2cccc([N+](=O)[O-])c2)cc(OC)c1	-8%	-5%	-3%	11%	5%	18%	3%	-7%
COc1cccc(-c2cc(C(F)(F)F)n3nc(N)nc3n2)c1	10%	-8%	?	3%	?	-1%	-1%	2%
O=C(c1ccco1)N1CCN(C(=O)C(c2ccccc2)c2ccccc2)CC1	1%	-5%	-8%	7%	3%	5%	2%	4%
Cc1ccccc1-c1nnn(CC(=O)c2ccc(S(=O)(=O)N3CCCC3)cc2)n1	-3%	-31%[inhibitor]	?	-1%	2%	11%	-11%	-6%
Cn1ncc([N+](=O)[O-])c1C(=O)N/N=C/c1ccc(F)cc1	0%	-10%	8%	4%	11%	6%	-4%	-17%
COc1ccc(NC(=O)Cn2nnc3sc4c(c3c2=O)CC(C)(C)OC4)cc1	7%	nt	nt	-3%	-5%	10%	nt	-4%
O=C(c1cc(-c2cccc(O)c2)on1)N1CCN(C(c2ccccc2)c2ccccc2)CC1	-6%	-10%	2%	-2%	1%	0%	2%	-5%
O=C(O)C1CC(c2cccc(Br)c2)=NO1 (stereo not given)	-11%	15%	-3%	-1%	-6%	-13%	1%	-6%
Cc1cccc(OCc2nnc(SCc3nc4ccccc4c(=O)[nH]3)o2)c1	2%	?	-12%	3%	-1%	8%	-1%	-2%
O=C(Cn1nc(-c2ccccc2)ccc1=O)Nc1ccc(N2CCN(C(=O)c3ccccc3)CC2)cc1	0%	-41%[inhibitor]	-2%	-2%	6%	-3%	-4%	6%
O=c1[nH]c(=S)n(-c2cccc(Cl)c2)c(O)c1/C=N/N1CCOCC1	1%	nt	nt	-5%	-6%	18%	nt	-12%
CCN1C(=O)/C(=C/N2CCc3ccccc32)SC1=S	8%	10µM*	8%	7%	15%	7%	-3%	-1%
Cc1cc(Cl)cc(C)c1OCCCCn1ccnc1	7%	-8%	-12%	-6%	-7%	-9%	-1%	1%
CC1(C)CC(=O)c2cnc(NC(=O)CSc3nc4ccccc4o3)nc2C1	12%	-12%	-13%	12%	-4%	10%	1%	4%
CCCCn1c(SCN2C(=O)c3ccccc3C2=O)nc2cc(S(N)(=O)=O)ccc21	-2%	5%	28µM*	0%	6%	6%	-9%	-3%
CC1=CC(C)=Nc2ccc(C)cc2N1	-2%&10%	1%	-1%&8%	-4%&12%	-20%&-4%	14%&6%	?	-4%&6%
Cc1cc2ncn(CC(C)C)c2cc1C	-2%	-7%	-2%	1%	-1%	16%	12%	-10%
O=C(NNC(=O)[C@H]1CC=CC[C@H]1C(=O)O)c1ccc(Cl)cc1Cl	-4%	11%	8%	9%	5%	-8%	1%	-7%
N/C(COc1ccc(Cl)cc1Cl)=N\NS(=O)(=O)c1ccccc1	4%	?	2%	?	8%	-4%	5%	6%
CCc1ccccc1N(CC(=O)NCc1ccco1)C(=O)c1snc(C(N)=O)c1N	16%	-5%	?	-15%	?	7%	-10%	4%
O=C(C1CCCN(S(=O)(=O)c2ccc(F)cc2)C1)N1CCCC1 (stereo not given)	6%	-4%	2%	3%	6%	-2%	-5%	3%
O=C(Nc1cnn(Cc2ccc(Cl)cc2)c1)C1CCCC1	-8%	22%	-15%	-21%	1%	1%	-5%	-7%
Clc1ccc(-c2cn3c(n2)-c2ccccc2C3)cc1Cl	7%	1µM*	-6%	5%	?	5%	1%	0%
Cc1ccc(-n2c(SCC(=O)OC(C)C)nnc2-c2ccncc2)cc1	0%	-5%	1%	5%	2%	-5%	-9%	-4%
CC(=O)c1ccc(NC(=S)N2CCCC(CO)C2)cc1 (stereo not given)	2%	16µM*	0%	15%	7%	8%	-2%	1%
N#Cc1cc2[nH]c(=O)c(=O)[nH]c2cc1[N+](=O)[O-]	-8%&14%	nt	-3%	nt	-2%	-4%	nt	4%&10%
CCOc1ccc(NC(=O)c2nccnc2CO)cc1	5%	8.9µM*	?	-12%	-6%	-6%	7%	9%
O=C(O)CCc1nc2ccccc2n(CCc2ccccc2)c1=O	-2%	-26%	?	-4%	?	91%[activator]	1%	-3%
CC(=O)Nc1ccc(S(=O)(=O)Nc2nnc(C(C)C)s2)cc1	8%	-3%	-11%	2%	8%	-5%	-4%	3%
CCCc1c(C)nn(C(=O)/C(C#N)=N/Nc2ccccc2[N+](=O)[O-])c1C	-8%	6%	?	-8%	7%	14%	-8%	nt
Cc1cccc(-c2nc3c(c(SCC(=O)N(C)C)n2)CCCC3)c1	0%	-15%	?	3%	-2%	3%	8%	-4%
CC1=C(C(=O)Nc2ccccc2)C(c2ccco2)NC(=S)N1 (stereo not given)	-5%	-3%	?	-7%	1%	12%	-5%	-8%
Cc1ccc(C2(C)NC(=O)N(CC(=O)Nc3ccc4c(c3)OCO4)C2=O)cc1 (stereo not given)	6%	?	-6%	0%	-3%	-2%	?	-10%
CCC(=O)NNc1ccc(Br)cc1	5%	-43%[inhibitor]	-2%	?	-3%	-1%	-6%	-9%
S=c1[nH]nc(-c2ccccc2)o1	5%	-1%	?	6%	?	-7%	-3%	4%
CCC(C)(C)n1nnnc1C(c1ccc(C)cc1)N1CCN(Cc2cccnc2)CC1 (stereo not given)	-2%	nt	?	5%	-2%	nt	-5%	-1%
CCOC(=O)C1=C(C)OC(N)=C(C#N)C1c1ccsc1 (stereo not given)	0%	?	?	-27%	-9%	41%[activator]	-3%	-3%
Cc1cccc(-c2nnc(NC(=O)c3ccc(N4C(=O)CCC4=O)cc3)s2)c1	-16%	-14%	?	3%	?	25%	-4%	2%
CCC(C)(C(=O)NC1CCCCC1)N(C(=O)c1ccccn1)c1ccccc1 (stereo not given)	-9%	-4%	-11%	11%	3%	-1%	0%	0%
O=C(N/N=C/c1coc2ccccc2c1=O)c1cccc([N+](=O)[O-])c1	1%	3%	28µM*	-8%	0%	-2%	6%	4%
N#C/C(=C\c1cccs1)C(=O)Nc1nccs1	-2%	?	?	-21%	-10%	4%	?	-9%
COCCNc1nc2sc3c(c2c(=O)n1Cc1ccco1)CCCCC3	-1%	32µM*	5%	-6%	-2%	8%	1%	-8%
CSc1nc2c(c(=O)[nH]1)C(c1ccccc1Cl)CC(=O)N2 (stereo not given)	-3%	10%	13µM*	5%	3%	1%	-3%	3%
COCc1cc(=O)[nH]c(-c2ccc(C(F)(F)F)cc2)n1	-3%	nt	0%	5%	3%	0%	-1%	-4%
CCCC(C)NC(=O)c1ccc(F)cc1 (stereo not given)	-1%	1%	40µM*	9%	1%	7%	0%	0%
CCCc1cc(=O)oc2cc3occ(C)c3cc12	8%	1%	?	4%	?	5%	6%	2%
Cc1ccc(C2(c3noc(CN(C)Cc4cnn(C)c4)n3)CCCC2)cc1	4%	nt	2%	-4%	-10%	11%	?	2%
